# TbPYK inhibitor: qHTS of Trypanosoma Brucei Inhibitors; TbPYK enzyme, Kinase-Glo Plus ATP luminescence, 45 min; 410,000 tested, 0.12% active; pyruvate kinase (Trypanosoma brucei), Q57TT1; Potency, µM (titrated, usually from 76.8 µM), for inactives: top-dose activity, negative = inhibition, most hits filed as inhibitors; further: potency means the concentration at half of the fitted maximal effect; on the % scale 0 is the no-effect control and ±100 the full control effect; nearly all actives have a fitted effect of over 50% in size
#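 ADP (130 uM final) triggers the TbPYK reaction after compound addition; incubation is 45 min at room temperature. Kinase-Glo Plus is then added and luminescence imaged. Normalized data are fitted to concentration-effect curves.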
# CHX counter: Cycloheximide Counterscreen for Small Molecule Inhibitors of Shiga Toxin; cell reporter, cycloheximide protein synthesis inhibition counterscreen; 300,000 tested, 12% active; max response, %; in the data active means max response mostly above about 13%, no sharp cut-off; inactive means mostly below about 14%; further: read at 38.3 µM for the half of the compounds with a filed dose; 0% is about no effect
# Pf growth 48h: Primary qHTS for delayed death inhibitors of the malarial parasite plastid, 48 hour incubation; P. falciparum luciferase growth in erythrocytes, 48 h; Potency, µM (highest dose often 28.7 µM), without a hit: at the highest dose activity change, negative = inhibition, actives largely listed as inhibitors; 310,000 tested, 5.9% active; AID 504832, 2011; further: potency means the concentration at half of the fitted maximal effect; on the % scale 0 is the no-effect control and ±100 the full control effect
#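 Luminescence readout; reporter = integrated firefly luciferase in P. falciparum. RBC culture at 2% hematocrit, 0.1% parasitemia final, 37 C/5% CO2; decreased signal taken as growth inhibition.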
# LmPK inh: qHTS Assay for Inhibitors of Leishmania Mexicana Pyruvate Kinase (LmPK). Q27686. Potency, µM (titrated, usually from 57.5 µM), for the others: at the top dose activity change, negative = inhibition, hits mostly inhibitors. purified LmPK, Kinase-Glo ATP luminescence, 1 h. 290,000 tested, 0.37% active. AID 1721, 2009; further: potency means the concentration at half of the fitted maximal effect; on the % scale 0 is the no-effect control and ±100 the full control effect
# Target sequence (Q27686 whole entry, looked up): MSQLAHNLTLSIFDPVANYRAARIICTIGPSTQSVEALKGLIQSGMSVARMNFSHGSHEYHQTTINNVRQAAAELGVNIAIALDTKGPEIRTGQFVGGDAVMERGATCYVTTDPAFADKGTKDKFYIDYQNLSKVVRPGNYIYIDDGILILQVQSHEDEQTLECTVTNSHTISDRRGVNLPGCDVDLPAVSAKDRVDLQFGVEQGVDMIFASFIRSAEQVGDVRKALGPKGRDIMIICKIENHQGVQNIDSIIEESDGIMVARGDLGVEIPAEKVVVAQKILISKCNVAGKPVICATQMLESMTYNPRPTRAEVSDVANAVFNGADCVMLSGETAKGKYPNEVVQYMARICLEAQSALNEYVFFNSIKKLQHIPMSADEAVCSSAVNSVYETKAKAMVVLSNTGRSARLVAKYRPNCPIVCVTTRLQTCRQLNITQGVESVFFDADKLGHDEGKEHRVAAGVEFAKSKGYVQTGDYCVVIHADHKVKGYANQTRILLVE
#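 Kinase-Glo luminescence read after 1 h RT reaction of 0.1 nM LmPK with 0.5 mM PEP and 0.1 mM ADP. Activity scaled between uninhibited and enzyme-free controls.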
# AMA1 RON2 block: qHTS for Inhibitors of AMA1-RON; Towards Development of Antimalarial Drug Lead: Primary Screen; Plasmodium falciparum AMA1 (3D7) - RON2 peptide interaction; AlphaScreen AMA1-biotinylated RON2 peptide binding; Potency, µM (doses to about 58.2 µM), for inactives: at the top dose activity change, negative = inhibition, usual class: inhibitors; 360,000 tested, 0.2% active;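 further: potency means the concentration at half of the fitted maximal effect; 0% = vehicle wells and -100% = peptide control; nearly all actives have a fitted effect of over 45% in size; some results filed as inactive show a strong effect at the top dose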
#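 AMA1 (3D7) with his tag at 25 nM final met compounds first, then biotinylated RON2 peptide at 25 nM; detection used donor plus acceptor beads, 10 µg/mL apiece, read by AlphaScreen after 30 min at room temperature.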
# Pf growth 96h: Primary qHTS for delayed death inhibitors of the malarial parasite plastid, 96 hour incubation | P. falciparum luciferase reporter growth, 96 h | Potency, µM (series often up to 28.7 µM), without a hit: at the top dose activity change, negative = inhibition, actives largely listed as inhibitors | 320,000 tested, 6.9% active; further: potency means the concentration at half of the fitted maximal effect; on the % scale 0 is the no-effect control and ±100 the full control effect
#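 Plates of compound plus infected erythrocytes (2% hematocrit, 0.05% parasitemia final) incubate 96 hours, 37 C, 5% CO2. Detection reagent added; reduced luminescence from the parasites' luciferase reporter flags inhibition.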
# Shiga toxin inh: A qHTS for Small Molecule Inhibitors of Shiga Toxin; AID 2315, 2010; 290,000 tested, 9.2% active; Vero cells, Shiga toxin protein synthesis inhibition reporter; inhibition, % at 38.7 µM; in the data active means inhibition mostly above about 28%, no sharp cut-off; inactive means mostly below about 43%; further: 0% is about no effect
# * hit, by the source's call; ? = inconclusive; . = no result given; & = joins results of further samples; [ ] = another dose, or the depositor's remark. Unless noted, the call rests on the fitted dose curve; in most records, active means well fitted curve in the direction sought with a large enough effect; inconclusive means small, poorly fitted or top-dose-only effect, or another doubt; inactive means no such curve, though single readings can be large; an effect the other way counts as inactive or inconclusive.
structure,TbPYK inhibitor,CHX counter,Pf growth 48h,LmPK inh,AMA1 RON2 block,Pf growth 96h,Shiga toxin inh
Cc1cccc(OC(C)C(=O)Nc2cc(Cl)ccc2-n2cncn2)c1 (configuration not stated),-1.0%,.,4.15µM*,.,-5.5%,?,.
CCCCOC(=O)C[N+](C)(C)CCOC1CC2CCC1(C)C2(C)C (configuration not stated),-1.7%,-2.7,1.47µM*,-1.1%,-5.3%,?,-4.4
CCOc1ccc2nc(NC(=O)CSc3nc4cccnc4n3C)sc2c1,-8.9%,-4.0,5.0%,4.2%,12.9%,1.1%,-19.8
COc1cc(NC(=O)CSc2nnc(-c3ccncc3)o2)cc(OC)c1OC,4.9%,-3.8,17.1%,3.1%,25.5%,?,-10.9
c1ccc(NC2=NCCCS2)cc1,-9.0%,-0.7,-24.7%,-0.1%,14.3%,0.5%,-1.3
Cc1cc(C(=O)NNC(=O)c2ccc(C)s2)c(C)o1,-6.1%,.,1.3%,.,-3.6%,48.9%[activator],.
O=C(Cc1csc(-c2ccccc2)n1)NCc1cccs1,-1.2%,24.5*,40.5%[activator],2.3%,6.9%,31.2%[activator],36.9*
CSc1ccc(Cl)c(C(=O)Nc2ccc(Cl)cn2)c1,-2.0%,1.2,11.4%,-0.8%,-7.1%,7.38µM*,1.2
NNS(=O)(=O)c1ccc2c(c1)Cc1cc(S(=O)(=O)NN)ccc1-2,-6.8%,-3.1,30.7%[activator],0.2%,-5.0%,?,2.5
O=C(c1ccco1)N1CCN(C(=O)c2ccc(-c3ccccc3Cl)o2)CC1,0.5%,.,?,.,-12.5%,-17.0%,.
CCCC(=O)Nc1c2c(nn1-c1ccccc1)CSC2,8.6%,2.8,-1.9%,1.3%,-2.2%,21.2%,-2.0
CCN(CC)C(=O)COc1ccc(S(=O)(=O)N2CCCC2)cc1,-1.7%,-3.3,?,2.3%,1.7%,-3.0%,-3.2
CCOc1ncccc1C(=O)Nc1ccc(S(=O)(=O)Nc2nccs2)cc1,-6.2%,-3.8,?,0.4%,-1.4%,-11.8%,-4.8
Cc1ccnc(NC(=O)C2CCC(CNc3c(N4CCCC4)c(=O)c3=O)CC2)c1 (configuration not stated),2.4%,-1.0,-6.3%,5.1%,-1.9%,-25.6%,-3.7
CN1CCN(S(=O)(=O)c2cccc(C(=O)Nc3cccc(S(N)(=O)=O)c3)c2)CC1,-2.2%,5.4,30.2%[activator],9.1%,-0.5%,27.2%,13.4
COc1cc(S(=O)(=O)NC(C)C)ccc1Cl,0.6%,0.2,.,-2.3%,0.4%,?,-4.8
O=C(COCC(=O)NCc1ccccc1)NCc1ccccc1,-5.3%,2.1,16.8%,-2.5%,-2.2%,35.8%[activator],11.6
COc1ccc(CNC(=O)c2ccc(NC(=O)CC3SC(N4CCCCC4)=NC3=O)cc2)cc1 (configuration not stated),-0.4%,1.6,24.0%,2.9%,6.6%,?,-4.2
N#Cc1c(-c2ccc3c(c2)OCO3)ccn2nc(-c3cccc(C(F)(F)F)c3)nc12,1.4%,3.8,108.2%[activator],2.1%,-0.4%,-15.1%,-5.0
CN(C)/C=C(\C=O)c1ccc(Cl)cc1Cl,2.0%,9.9,-15.6%,-2.0%,1.7%,10.6%,-8.2
Cc1nn(-c2ccccc2)nc1C(N)=O,-5.6%,4.5,50.5%[activator],2.4%,-9.4%,40.6%[activator],-6.9
O=c1ccc2ccc(Oc3ccc([N+](=O)[O-])cc3Cl)cc2o1,-5.5%,16.6,30.6%[activator],-3.9%,-0.5%,16.2%,19.8
O=C(COC(=O)Cn1cnc2ccccc21)Nc1cccc2c1C(=O)c1ccccc1C2=O,-1.2%,-4.8,29.5%,1.3%,6.0%,442.4%[activator],-13.5
NC(=S)N/N=C1\CCOc2ccc(F)cc21,-6.6%,7.2,?,-1.1%,53.6%[activator],?,-12.6
Cc1ccc(S(=O)(=O)N(C)C)cc1NC(=O)C(C)OC(=O)c1ccc2ccccc2n1 (configuration not stated),-11.2%,.,14.4%,.,-2.7%,4.6%,.
CCc1nnc(NC(=O)CSc2ncnc3c2oc2ccccc23)s1,-0.9%,-3.6,.,7.9%,-11.5%,1.7%,-7.1
CCOC(=O)CNC(=O)c1cc(-c2ccccn2)nc2c(C)c(Cl)ccc12,4.8%,-3.9,7.3%,2.6%,-0.6%,20.2%,-6.1
COc1ccccc1/C=C/C=N/NC(=O)c1ccccn1,2.6%,22.6*,358.5%[activator],-18.9%,?,-2.0%,55.5*
CCn1c(SCc2cccc(C)c2)nnc1-c1ccccc1,5.7%,7.5,?,-0.1%,3.0%,?,13.9
Cc1ccc(S(=O)(=O)NCCCNC(=O)N2CCOCC2)cc1,.,-2.5,12.0%,-9.0%,16.9%,77.1%[activator],-14.7

# Limited to TbPYK inhibitor and CHX counter, for 2 of the compounds above:
SMILES | TbPYK inhibitor | CHX counter
O=c1ccc2ccc(Oc3ccc([N+](=O)[O-])cc3Cl)cc2o1 | -5.5% | 16.6
O=C(COC(=O)Cn1cnc2ccccc21)Nc1cccc2c1C(=O)c1ccccc1C2=O | -1.2% | -4.8

# More results follow.
structure,TbPYK inhibitor,CHX counter,Pf growth 48h,LmPK inh,AMA1 RON2 block,Pf growth 96h,Shiga toxin inh
Cn1cnc(Sc2ncnc3nc[nH]c23)c1[N+](=O)[O-],?,6.6,-27.4%,12.5%,28.2%,-26.6%,7.1
CCOc1ncccc1C(=O)OCC(=O)c1cc(C)n(Cc2ccco2)c1C,-5.0%,26.9*,.,-1.8%,-24.5%,73.5%[activator],67.0*
CC1CCN(c2c(NCC3CCC(C(=O)NCc4ccccc4Cl)CC3)c(=O)c2=O)CC1 (configuration not stated),0.2%,-3.7,?,1.9%,-3.3%,?,-13.3
COc1cc(NC(=O)c2ccc(Cl)cc2Cl)ccc1NC(=O)c1cccs1,3.6%,-1.7,40.3%[activator],8.3%,-5.5%,44.2%[activator],12.9
CCOc1ccccc1-n1c(C)nc2cc(C(=O)O)ccc21,0.5%&-3.7%,-4.5,13.3%,2.4%,-1.7%,39.1%[activator],-6.5
Cc1ccc(C(=O)NCC(=O)OCC(=O)Nc2cc(S(=O)(=O)N3CCOCC3)ccc2C)cc1,1.9%,.,9.8%,.,-9.3%,17.0%,.
COc1ccc(CN(C)CC(=O)Nc2ccc(SC(F)F)cc2)cc1OC,4.1%,-2.0,-8.2%,12.4%,-20.3%,?,-4.9
O=C(Cc1ccccc1F)Nc1ccccc1-c1ccccc1,-0.2%,27.5*,9.1%,0.7%,3.1%,44.4%[activator],69.5*
CCOc1ccccc1N(CC(=O)Nc1cccnc1)S(C)(=O)=O,-0.8%,-1.8,-15.6%,-2.8%,12.2%,.,19.4
COc1ccc(N2CCN(C(=O)CCC(=O)N3CCOc4ccc(C)cc43)CC2)cc1,-2.6%,1.0,?,-2.3%,-9.1%,61.2%[activator],4.3
O=C(CCCN1C(=O)c2cccnc2C1=O)Nc1ccc(F)cc1Cl,17.4%,-1.2,10.0%,5.5%,6.2%,?,-4.4
COc1ccccc1NC(=O)c1ccc2nc(C)c(C)nc2c1,-6.6%,8.7,16.5%,-12.5%,-5.9%,0.0%,-29.4
Cc1onc(-c2ccccc2Cl)c1C(=O)NC(=S)Nc1ccc(C(C)(C)C)cc1,11.9%,12.1,?,-1.6%,52.9%[activator],6.57µM*,-3.7
CC(=O)c1c(O)c2ccccc2n(C(C)C)c1=O,0.7%,0.7,28.0%,-4.0%,-9.9%,?,-1.2
O=C(Cn1c(C(=O)OCCO)cc2ccccc21)c1ccccc1,-20.1%,-2.3,-4.5%,5.5%,-13.7%,?,.
CCOc1ccc(C(=O)NCC(=O)NCC2CCCCC2)cc1OCC,-6.1%,-3.6,-2.0%,-2.2%,7.4%,-8.8%,-5.5
CCN(CC)C(=O)CSc1nnc(COc2cccc(C)c2)n1C,.,-0.9,-25.5%,5.7%,.,21.4%,5.9
Cn1c(=O)c2c(ncn2CC(=O)Nc2ccccc2N2CCOCC2)n(C)c1=O,-5.7%,-2.7,-6.2%,-3.3%,-6.0%,1.3%[5.75 µM],-7.2
O=C(N/N=C/c1ccco1)c1cccc(N2Cc3ccccc3C2)c1,-17.5%,12.6,-14.6%,-2.3%,71.2%[activator],68.0%[activator],-8.6
CC(=O)N(Cc1nc2sc(C)c(C)c2c(=O)[nH]1)C1CCCC1,-0.8%,-2.3,-3.7%,-1.3%,0.4%,43.1%[activator],-3.8
COc1ccc([C@H]2CC(=O)C=C(c3cccc4c3Oc3ccccc3S4)C2)cc1,2.7%,.,-1.6%,.,-8.9%,?,.
CCCCc1cc(=O)oc2cc(OS(C)(=O)=O)ccc12,-0.2%,20.4*,24.1%,-1.7%,-2.6%,58.3%[activator],-33.4
O=C(NCCNC(=O)c1ccc(-c2ccc(Cl)c(Cl)c2)o1)c1cnccn1,-1.1%,-2.4,-19.3%,-1.0%,-0.2%,?,11.4
O=C(COC(=O)C12CC3CC(CC(C3)C1)C2)NCCc1ccccc1,4.3%,1.9,-17.6%,7.0%,4.0%,.,-6.2
COc1ccc(OC)c(NC(=O)CNC(=O)c2ccc([N+](=O)[O-])cc2)c1,0.3%,11.6,5.1%,-1.3%,-5.0%,?,-10.6
Cc1nonc1NC(=O)CSc1nc2ccccc2cc1C#N,1.1%,29.2,33.1%[activator],1.1%,40.5%[activator],22.3%,41.1
Cn1cc(Br)c(C(=O)n2cc(Br)cn2)n1,-6.6%,1.0,27.5%,-1.2%,-6.8%,-2.5%,18.6
COc1cc(OC)cc(C(=O)NNC(=S)Nc2ccc(S(N)(=O)=O)cc2)c1,-22.1%,5.6,29.9%,-3.3%,0.2%,-9.1%,3.6
Cc1cc(C)cc(NC(=O)CSc2nc3c(oc4ccccc43)c(=O)n2-c2ccccc2)c1,-9.2%,0.8,?,3.5%,-15.0%,?,-13.0
O=C(CCc1nnc2ccc(N3CCC4(CC3)OCCO4)nn12)Nc1cc(F)ccc1F,1.8%,-1.8,-8.5%,-0.6%,-2.4%,4.4%,18.5
Cc1ccccc1NC(=O)Cc1nnc(N)s1,2.9%,-3.7,0.1%,1.8%,-1.7%,21.7%,9.4

# Reformatted: results already given
# Every second line gives: TbPYK inhibitor | CHX counter | Pf growth 48h | LmPK inh | AMA1 RON2 block | Pf growth 96h | Shiga toxin inh
> Cc1ccc(C(=O)NCC(=O)OCC(=O)Nc2cc(S(=O)(=O)N3CCOCC3)ccc2C)cc1
→ 1.9% | . | 9.8% | . | -9.3% | 17.0% | .
> COc1ccc(CN(C)CC(=O)Nc2ccc(SC(F)F)cc2)cc1OC
→ 4.1% | -2.0 | -8.2% | 12.4% | -20.3% | ? | -4.9

# High-throughput results deposited in PubChem by National Center for Advancing Translational Sciences (NCATS).
